Compound activity deposited in PubChem by several laboratories.
ABHD5-PLIN5 inh = ABHD5-PLIN5 interaction inhibitors, primary screen, cell lysate, split luciferase complementation, luminescence | inhibition, % at 4 µM | Split G. princeps luciferase complementation, 4 h | AID 602281, 2012 | Perilipin-5 (Homo sapiens) + 1-acylglycerol-3-phosphate O-acyltransferase ABHD5 (Homo … | actives 0.78% (n = 360,000);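 active means inhibition above the mean inhibition across every tested compound plus 3 SD, cut at about 22% in these data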;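 further: 0% = DMSO only wells and the 100% control is not disclosed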
NCOA1 inh = SRC1 coactivator transcriptional activity inhibitors, primary screen, cell-based, luminescence | Nuclear receptor coactivator 1 (Homo sapiens), Q15788 | HEK293 GAL4-SRC1 luciferase reporter | inhibition, % at 3.6 µM | actives 0.12% (n = 360,000);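 active means inhibition above the campaign mean plus 3 SD, with each screening campaign given its own cutoff, cut at about 60% in these data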;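 further: 0% = DMSO treated cells and 100% = gossypol at 36 µM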
EBV LMP1 NFkB = EBV LMP1-driven NF-kappaB luciferase reporter inhibitors, primary screen, cell-based, luminescence, single point; inhibition, % at 12.5 µM; actives 0.69% (n = 350,000); LMP1-induced NF-kappaB luciferase reporter cells; in the data active means inhibition above about 41%;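 further: 0% = neutral control wells and 100% = reference inhibitor control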
MC4R antagonist = MC4R antagonists of cAMP signaling, primary screen, cell-based, TR-FRET, antagonist arm of biased-ligand search. Melanocortin receptor 4 (Homo sapiens), P32245. MC4R-expressing cells, MTII-stimulated cAMP, LANCE TR-FRET. inhibition, % at 6.5 µM. actives 0.48% (n = 360,000);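 active means inhibition above its plate's cutoff, the mean of tested wells on that plate plus 3 SD, cut at about 29% in these data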;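 further: 0% = Melanotan II alone and 100% = Melanotan II plus saturating MCL0020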
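Material: U2OS-MC4R stable cell line | Reagent: Melanotan II challenge after compound preincubation | Doses: One concentration, 6.5 µM nominal | Incubation: 30-min compound preincubation, 1-h Melanotan II challenge, 1-h detection, room temperature | Signal: TR-FRET cAMP assay | Replicates: One well per compound, no replicates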
TLR9-MyD88 inh = inhibitors of TLR9-MyD88 association in cells, primary screen, cell-based, CHO, BLA complementation, fluorescence. Toll-like receptor 9 (Homo sapiens) + Myeloid differentiation primary response protein …. CCF4 FRET ratio. inhibition, % at 4.98 µM. actives 0.21% (n = 340,000). AID 504734, 2011;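 active means inhibition above the mean over all tested compounds plus 3 SD, cut at about 21% in these data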;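 further: 0% = DMSO only wells and 100% = clavulanate BLA inhibitor control wells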
Target sequence (Q99836 whole entry, looked up): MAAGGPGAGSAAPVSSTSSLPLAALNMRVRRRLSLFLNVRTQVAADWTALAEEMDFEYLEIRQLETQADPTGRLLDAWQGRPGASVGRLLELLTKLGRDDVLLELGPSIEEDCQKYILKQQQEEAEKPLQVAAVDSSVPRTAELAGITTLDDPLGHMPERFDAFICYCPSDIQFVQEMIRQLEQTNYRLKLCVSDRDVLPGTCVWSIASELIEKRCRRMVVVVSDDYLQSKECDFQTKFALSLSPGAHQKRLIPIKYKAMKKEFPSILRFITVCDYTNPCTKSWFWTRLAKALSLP
Target sequence (Q9NR96 whole entry, looked up): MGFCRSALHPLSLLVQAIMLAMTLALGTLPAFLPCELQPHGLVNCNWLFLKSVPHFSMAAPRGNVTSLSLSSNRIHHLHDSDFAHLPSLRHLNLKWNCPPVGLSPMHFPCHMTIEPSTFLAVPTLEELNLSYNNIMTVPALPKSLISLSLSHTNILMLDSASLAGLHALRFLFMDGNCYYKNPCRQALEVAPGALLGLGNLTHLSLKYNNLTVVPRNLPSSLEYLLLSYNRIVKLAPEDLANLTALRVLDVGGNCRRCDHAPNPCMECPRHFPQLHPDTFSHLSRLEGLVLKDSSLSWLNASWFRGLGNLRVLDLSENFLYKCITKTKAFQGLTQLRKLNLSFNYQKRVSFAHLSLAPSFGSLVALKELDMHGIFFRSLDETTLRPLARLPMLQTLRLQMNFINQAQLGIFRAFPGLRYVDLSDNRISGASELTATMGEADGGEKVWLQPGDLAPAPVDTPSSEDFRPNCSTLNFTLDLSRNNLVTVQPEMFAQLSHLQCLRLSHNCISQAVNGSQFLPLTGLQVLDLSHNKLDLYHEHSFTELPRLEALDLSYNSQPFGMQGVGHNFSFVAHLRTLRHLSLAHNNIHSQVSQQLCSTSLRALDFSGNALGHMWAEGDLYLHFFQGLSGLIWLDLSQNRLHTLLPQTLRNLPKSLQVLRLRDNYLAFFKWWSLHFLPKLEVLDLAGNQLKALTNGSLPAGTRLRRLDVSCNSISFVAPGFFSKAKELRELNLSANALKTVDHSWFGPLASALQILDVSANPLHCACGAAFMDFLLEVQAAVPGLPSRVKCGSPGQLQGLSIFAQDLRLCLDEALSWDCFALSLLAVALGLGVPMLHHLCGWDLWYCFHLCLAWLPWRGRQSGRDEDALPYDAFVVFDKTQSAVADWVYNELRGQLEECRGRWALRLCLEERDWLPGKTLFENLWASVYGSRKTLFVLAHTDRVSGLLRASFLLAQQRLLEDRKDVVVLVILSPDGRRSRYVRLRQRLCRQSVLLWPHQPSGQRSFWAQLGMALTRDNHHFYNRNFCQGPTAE
SRC2 inh = inhibition of GAL4-SRC2 driven luciferase reporter, primary screen, SRC2 inhibitor project, cell-based, luminescence; HEK293 GAL4-SRC2 luciferase reporter; inhibition, % at 9 µM; actives 0.17% (n = 370,000); AID 651957, 2012;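 active means inhibition above the mean inhibition of all tested compounds plus 3 SD, set per campaign, cut at about 52% in these data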;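 further: 0% = DMSO treated cells and 100% = cells given Gossypol at 36 µM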
LRH-1 inv ag = LRH-1 (NR5A2) inverse agonists, primary screen, cell-based, luminescence, HEK293T, StAR-luciferase reporter | LRH-1 transfected, 24 h | Nuclear receptor subfamily 5 group A member 2 (Homo sapiens), O00482 | inhibition, % at 3.6 µM | actives 0.13% (n = 360,000);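 active means inhibition above the mean inhibition of all tested compounds plus 3 SD, cut at about 73% in these data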;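 further: 0% = DMSO wells and 100% = reporter-only cells lacking LRH-1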
NR2F2 inh = NR2F2 transcriptional activity inhibitors, primary screen, cell-based, luciferase reporter, HEK293T, luminescence; HEK293T NGFI-A luciferase reporter; inhibition, % at 8.6 µM; actives 0.7% (n = 370,000); AID 686940, 2013;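 active means inhibition above a per-plate cutoff, mean inhibition of test wells between control levels plus 3 SD, cut at about 38% in these data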;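 further: cells cotransfected with COUP-TFII expression vector driving the NGFI-A reporter; 0% = median of COUP-TF2 test wells and 100% = reporter-only cells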
NOD2-RIPK2 inh = NOD2-RIPK2 binding disruptors in cells, primary screen, fluorescence, CHO cells, BLA complementation; CCF4 ratio; actives 0.38% (n = 360,000); AID 624267, 2012; inhibition, % at 4.98 µM; in the data active means inhibition above about 21%;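 further: 0% = vehicle only and 100% = reference blocker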
MC4R barr agon = MC4R agonists recruiting beta-arrestin, primary screen, cell-based, luminescence, agonist arm of biased-ligand search | Melanocortin receptor 4 (Homo sapiens), P32245 | U2OS MC4R beta-arrestin complementation; percent of melanotan II response, DMSO zero | activation, % at 8.9 µM | actives 0.98% (n = 360,000);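 active means activation above a per-plate cutoff, the mean activation of sample wells on that plate plus 3 SD, cut at about 8% in these data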
SRC3 inh = SRC3 coactivator transcriptional activity inhibitors, primary screen, cell-based, luminescence; HEK293 GAL4-SRC3 luciferase reporter; Nuclear receptor coactivator 3 (Homo sapiens), Q9Y6Q9; AID 588352, 2011; inhibition, % at 3.6 µM; actives 0.17% (n = 360,000);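 active means inhibition above a per-campaign cutoff, the mean of all compounds plus 3 SD, cut at about 60% in these data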;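 further: 0% = DMSO-treated cells and 100% = gossypol-treated cells at 36 µM; higher means less SRC3-driven luciferase light from the GAL4 reporter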
* marks the source's active call; other numbers are inactive results; / = no result given. These rows are one share of the data. The share of hits here may be higher or lower than overall.

NR2F2 inh	MC4R barr agon	MC4R antagonist	ABHD5-PLIN5 inh	LRH-1 inv ag	NOD2-RIPK2 inh	SRC3 inh	TLR9-MyD88 inh	SRC2 inh	EBV LMP1 NFkB	NCOA1 inh	compound
-8.6	-1.4	7.8	9.3	-4.2	1.7	0.7	4.8	-25.8	14.4	8.3	O=C(O)/C=C/C(=O)NNC(=O)c1cc(-c2ccccc2)n[nH]1
4.7	-0.7	-2.0	2.1	-8.6	1.6	19.1	10.9	24.1	1.7	17.5	Cc1ccc(NC(=O)c2cnccn2)c(OC(F)F)c1
9.2	-0.8	2.3	-4.8	10.5	7.2	-16.5	-6.0	1.2	0.7	-9.1	O=C(Cn1cc([N+](=O)[O-])ccc1=O)N1CCCc2ccccc21
-10.0	-0.5	7.0	-2.8	-2.1	-3.0	-10.2	15.2	-20.2	1.0	-1.8	COc1ccccc1C(=O)NC(=S)Nc1ccc(N2CCCC2)cc1
-12.6	0.0	2.7	3.2	-8.9	7.9	6.0	9.1	-1.0	0.2	3.0	CCC(=O)N1CCCc2ccccc21
6.3	0.1	5.4	2.6	4.6	1.7	-2.1	4.7	7.9	-1.4	-0.8	O=C1CCC/C=C\C[C@@H](CC(=O)N(CCO)Cc2ccccc2)C(=O)N[C@H](Cc2c[nH]c3ccccc23)CO1
-9.9	-1.5	2.9	-0.6	-37.3	0.4	-16.9	0.1	-15.3	2.0	-33.5	CNC[C@H]1Oc2c(NS(=O)(=O)c3ccc(F)cc3)cccc2C(=O)N([C@H](C)CO)C[C@@H]1C
3.9	-1.8	-2.1	14.8	-13.9	-6.2	0.2	-3.8	-17.0	-0.1	1.3	O=C(O)c1cccc(-n2cccc2/C=C2/NC(=O)N(c3ccc(Cl)cc3)C2=O)c1
2.9	-1.3	1.4	-6.7	0.7	7.3	14.3	-0.1	-25.6	8.2	2.2	O=[N+]([O-])c1ccc(Sc2ncc3ccccn23)nc1
3.6	-1.8	4.3	-5.4	12.1	-2.5	8.3	-3.8	3.2	-4.7	4.8	O=C(COC(=O)c1cc([N+](=O)[O-])ccc1NCCO)Nc1cccnc1Cl

More results follow:
NR2F2 inh	MC4R barr agon	MC4R antagonist	ABHD5-PLIN5 inh	LRH-1 inv ag	NOD2-RIPK2 inh	SRC3 inh	TLR9-MyD88 inh	SRC2 inh	EBV LMP1 NFkB	NCOA1 inh	compound
19.6	2.8	13.1	1.9	-9.6	-0.4	-12.4	-1.2	-5.8	-8.0	8.2	COc1ccc(OC)c(N(CC(=O)NCCSc2ccccc2)S(C)(=O)=O)c1
-14.5	-1.2	-0.5	7.2	-9.6	-8.0	5.9	-0.1	-10.3	-3.4	-11.8	COC(=O)NC1(C(F)(F)F)NC(=O)N(C2CCCCC2)C1=O (stereo not given)
5.5	-2.8	6.0	-1.1	6.5	-8.2	-1.5	1.5	20.4	3.4	2.9	CCc1cccc(NC(=O)C2CCCN(c3cnccn3)C2)c1 (stereo not given)
-30.4	1.2	11.2	-4.0	-56.0	2.4	1.7	-1.7	-12.0	4.1	-1.7	COc1ccc(-c2c(C)nn3c(N)c(-c4ccccc4)cnc23)cc1OC
7.1	-0.8	6.3	-9.1	5.1	5.3	12.4	2.3	-1.7	17.1	18.1	COc1ccc(CCNS(=O)(=O)c2cn(C)cn2)cc1OC
3.2	0.5	22.9	-18.0	-21.8	-1.4	-4.6	2.0	18.5	-0.8	-0.1	C[C@H](NC(=O)c1nc[nH]c1C(=O)N[C@@H](Cc1ccccc1)C(=O)OCc1ccccc1)c1ccccc1
1.4	7.3	11.9	-14.4	-7.7	8.3	1.8	-9.4	8.5	5.9	-1.0	CC(C)(C)C1CCc2onc(C(=O)Nc3cccc(O)c3)c2C1 (stereo not given)
-9.9	-2.9	10.3	5.7	-3.0	-4.5	8.9	5.1	-25.1	4.6	10.8	Cc1csc(SCC(=O)NCc2cccc(Cl)c2)n1
25.8	-1.1	3.7	1.4	9.0	-5.9	5.0	-12.2	12.8	-10.7	-7.2	CC(C)NC(=O)N(O)C1N(Cc2ccc3c(c2)OCO3)C(=S)SC1(C)C (stereo not given)
-0.7	-2.6	2.5	0.3	2.2	-14.1	17.5	-12.9	8.5	11.1	-7.7	Cc1ccnc(NC(=O)C2CCN(S(=O)(=O)c3ccc4c(c3)CC(C)N4C(=O)C3CCC3)CC2)c1 (stereo not given)

Next section.
NR2F2 inh	MC4R barr agon	MC4R antagonist	ABHD5-PLIN5 inh	LRH-1 inv ag	NOD2-RIPK2 inh	SRC3 inh	TLR9-MyD88 inh	SRC2 inh	EBV LMP1 NFkB	NCOA1 inh	compound
3.6	-1.8	-1.6	4.8	-5.0	-5.7	-3.3	/	-13.0	/	-11.8	COCCNC(=O)C1(C)CCCN(C(=O)c2ccc(-c3ccccc3)cc2)C1 (stereo not given)
-17.8	0.4	-0.8	7.1	13.3	-27.6	20.1	-10.3	12.9	0.1	-0.9	C=CCc1ccc(OC)c(OC)c1
2.1	-2.7	5.0	1.4	-9.4	-9.8	15.6	13.5	4.4	0.2	-19.6	CN(C)C(CNC(=O)c1ccc(NS(=O)(=O)c2cccc([N+](=O)[O-])c2)cc1)c1ccco1 (stereo not given)
17.4	-1.7	2.7	3.2	5.5	-10.0	16.2	9.5	-9.5	-2.8	-48.8	Cc1cc(Br)c2[nH]cc(CCNC(=O)c3ccco3)c2c1
9.9	-0.2	24.4	4.2	-11.7	-1.4	13.3	4.2	2.2	-4.1	-19.1	O=C(NC1CCN(S(=O)(=O)c2ccc(Cl)cc2)CC1)c1cccnc1
-1.5	-0.1	11.1	7.5	-8.8	-8.4	-41.2	4.9	14.7	6.9	5.1	N#Cc1c2c(c(-n3cnc4ccccc43)n3c1nc1ccccc13)CCC2
-2.9	-0.9	-2.4	4.3	2.4	6.8	-16.0	-3.8	-12.8	0.8	8.9	C[C@]12CCC(=O)C=C1C=CC1C2CC[C@@]2(C)C1CC[C@@]21CCC(=O)O1 (stereo not given in full)
-35.3	1.4	1.9	-10.1	-64.0	-2.5	-53.7	10.6	-62.6	-65.6	-51.5	c1csc(-c2csc(-c3cccs3)n2)c1
-29.4	-2.5	1.0	-4.3	-12.4	8.1	-11.8	3.7	-32.9	-6.5	-29.4	CC(C)c1onc(C(=O)NCCc2ccccc2)c1[N+](=O)[O-]
11.6	-2.8	-3.9	1.3	-6.2	-12.7	8.0	-7.1	19.0	5.9	-16.3	CCc1cc(C(=O)OC)c(NC(=O)CC2SC(N)=NC2=O)s1 (stereo not given)

Exported with tabs: entries from further up
SMILES	NR2F2 inh	MC4R barr agon	MC4R antagonist	ABHD5-PLIN5 inh	LRH-1 inv ag	NOD2-RIPK2 inh	SRC3 inh	TLR9-MyD88 inh	SRC2 inh	EBV LMP1 NFkB	NCOA1 inh
O=C(O)c1cccc(-n2cccc2/C=C2/NC(=O)N(c3ccc(Cl)cc3)C2=O)c1	3.9	-1.8	-2.1	14.8	-13.9	-6.2	0.2	-3.8	-17.0	-0.1	1.3
O=[N+]([O-])c1ccc(Sc2ncc3ccccn23)nc1	2.9	-1.3	1.4	-6.7	0.7	7.3	14.3	-0.1	-25.6	8.2	2.2

The results go on.
NR2F2 inh	MC4R barr agon	MC4R antagonist	ABHD5-PLIN5 inh	LRH-1 inv ag	NOD2-RIPK2 inh	SRC3 inh	TLR9-MyD88 inh	SRC2 inh	EBV LMP1 NFkB	NCOA1 inh	compound
3.9	1.6	-2.3	0.0	5.8	-0.7	7.6	-3.8	-12.6	2.5	10.1	O=C(O/N=C\c1ccc(N2CCOCC2)c([N+](=O)[O-])c1)c1ccccc1Cl
2.9	8.0	10.4	7.6	-7.4	4.3	-3.5	-7.0	21.4	-5.4	-18.2	Cc1cc(C)c(NC(=O)CSc2nc(COc3ccccc3)nc3ccccc23)c(C)c1
3.2	-2.5	10.8	6.8	3.9	-1.7	2.9	8.3	-1.6	-9.7	-0.3	COc1ccc(CCNC(=O)c2cc([N+](=O)[O-])ccc2N2CCOCC2)cc1
-6.9	1.3	5.1	3.3	15.4	-0.1	21.9	-4.4	-43.1	-11.0	4.4	CCc1nnc(SCc2ccc(OC(C)C)cc2)n1N
-13.3	-1.8	5.5	2.8	18.0	-1.1	17.5	6.5	2.6	3.7	-4.8	CN(CC(=O)Nc1ccc(F)cc1)CC(=O)N(C)C1(C#N)CCCCC1
3.7	3.8	0.7	-3.1	13.2	-9.8	-3.7	-11.6	-5.5	-2.5	-16.2	Cc1ccc(C)c(NC(=O)N2CCCCCC2)c1
5.8	7.9	4.4	1.6	5.8	9.1	6.0	-15.9	-2.9	-8.1	3.5	O=S(=O)(c1ccc(Cl)cc1)N1CCN(Cc2c[nH]c3ccccc23)CC1
-31.5	0.9	4.7	-3.6	-28.0	-3.6	-66.7	3.0	0.8	-37.0	-93.1	Brc1ccccc1-c1nc2c3ccccc3ncn2n1
0.8	3.0	1.6	-7.5	-18.7	-12.1	-3.9	-1.6	11.1	1.6	-12.5	Cc1ccc(CNC(=O)CCc2c(C)nn(-c3ccc(N4CCOCC4)nn3)c2C)cc1
-10.8	-0.3	10.2	10.2	-34.9	-0.8	5.8	-1.1	-6.6	1.4	-9.2	O=C(CSc1nc2c(c(=O)n1-c1ccc(Br)cc1)SCC2)NCc1ccco1
